Anthrax LF inh2: anthrax lethal factor protease inhibition. P15917. multiplex microsphere protease cleavage assay, LF. inhibition, % at 10 µM. actives 0.12% (n = 360,000). AID 588501; in the data active = inhibition above about 30%; note: plate controls were buffer without enzyme for full effect and enzyme alone for no effect
MazF activator: MazEF (E. coli) toxin RNase activation. activation, % at 20 µM. actives 0.32% (n = 350,000). FAM/BHQ RNA-DNA oligo cleavage fluorescence, 5 h; in the data active = activation above about 50%
Target sequence (P0AE70 whole entry, looked up): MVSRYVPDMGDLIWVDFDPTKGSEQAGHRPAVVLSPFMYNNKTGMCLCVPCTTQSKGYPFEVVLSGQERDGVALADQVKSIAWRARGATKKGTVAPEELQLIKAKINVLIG
Y pestis TopoI: Y. pestis Topo-I inhibition via cleavage products; activity, % at 10 µM; actives 0.064% (n = 360,000); Y. pestis Topo-I cleavage product accumulation, plate reader; in the data active = activity above about 50%, passing the limit was not always enough; note: inactives centre near 2
DUSP3 inh: inhibitors of human VHR1 phosphatase (DUSP3) | inhibition, % at 13.3 µM | actives 0.52% (n = 290,000) | recombinant VHR phosphatase, pNPP absorbance | P51452; in the data active = inhibition above about 50%; note: some compounds called inactive have numbers as strong as hits
Target sequence (P51452 whole entry, looked up): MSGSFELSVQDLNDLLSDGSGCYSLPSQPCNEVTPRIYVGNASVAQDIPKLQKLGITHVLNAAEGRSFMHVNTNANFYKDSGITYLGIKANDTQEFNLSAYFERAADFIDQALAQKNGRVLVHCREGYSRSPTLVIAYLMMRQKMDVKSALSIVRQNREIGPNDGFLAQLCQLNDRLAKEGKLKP
TcdB GH inh: blocks C. difficile toxin B glycohydrolase activity; actives 0.24% (n = 350,000); inhibition, % at 9.99 µM; TcdB glycohydrolase enzymatic assay, plate reader; P18177; AID 652162; in the data active = inhibition above about 10%
PfHsp40 rescue: restores yeast growth despite PfHsp40 toxicity | actives 0.68% (n = 340,000) | growth rescue, % at 12.5 µM | S. cerevisiae expressing PfHsp40, growth rescue, ATP luminescence; in the data active = growth rescue above about 28%, passing the limit was not always enough;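 note: yeast W303a lacking pdr1 and pdr3 grown in galactose medium; growth measured after three days at 30 °C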
Rv3671c inh: inhibits the M. tuberculosis serine protease Rv3671c. inhibition, % at 5.96 µM. P9WHR9. actives 0.048% (n = 320,000); in the data active = inhibition above about 38%;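 note: extracellular domain of Rv3671c used as enzyme; 0% = enzyme with DMSO and 100% = no enzyme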
Target sequence (P9WHR9 whole entry, looked up, the tested form may be a part): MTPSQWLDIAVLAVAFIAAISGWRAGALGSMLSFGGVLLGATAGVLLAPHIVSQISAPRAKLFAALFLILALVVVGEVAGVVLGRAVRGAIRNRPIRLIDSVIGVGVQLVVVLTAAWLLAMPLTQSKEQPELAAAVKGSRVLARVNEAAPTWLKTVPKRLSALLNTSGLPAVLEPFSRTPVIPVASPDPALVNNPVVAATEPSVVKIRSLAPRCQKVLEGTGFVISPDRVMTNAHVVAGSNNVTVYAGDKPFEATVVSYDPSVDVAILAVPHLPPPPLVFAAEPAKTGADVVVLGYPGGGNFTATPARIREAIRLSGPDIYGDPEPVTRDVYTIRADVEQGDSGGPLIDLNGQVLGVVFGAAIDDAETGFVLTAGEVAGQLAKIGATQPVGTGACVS
3CLpro inhibitor: SARS-CoV 3CLpro protease inhibition; P0C6X7; recombinant SARS-CoV 3CLpro, quenched FRET peptide cleavage; inhibition, % at 6 µM; actives 0.14% (n = 290,000); AID 1706; in the data active = inhibition above about 12%
Vc quorum ag: inducers of Vibrio cholerae quorum light production without autoinducers | actives 0.16% (n = 350,000) | AID 588436 | activation, % at 18.7 µM | V. cholerae BH1578 lux reporter, luminescence, 6 h; in the data active = activation mostly above about 9.7%, no sharp cut-off; note: not every result past the cut was called active; inactives centre near 0; reference of the scale not given here
PriA SSB inh: blocks PriA binding to SSB C-terminal tail | AlphaScreen SSBct-PriA binding, biotinylated peptide | inhibition, % at 33 µM | actives 0.6% (n = 430,000); in the data active = inhibition mostly above about 37%, no sharp cut-off; inactive = mostly below about 20%;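 note: plate controls were negative control peptide for no effect and reference peptide for full effect; strong numbers were not always called active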
* marks the source's active call; other numbers are inactive results; & = joins results of further samples. An excerpt; count on the stated rates, not on these rows.

`COc1ccc(OC)c(/C=N/NC(=O)CN2CCSCC2)c1` gave Anthrax LF inh2 -2, MazF activator -1, Y pestis TopoI 1, DUSP3 inh -7, PfHsp40 rescue -0.9, Rv3671c inh -6, 3CLpro inhibitor 3 and Vc quorum ag -0.2.
O=C1C(N2CCOCC2)=Cc2cccc3cccc1c23 was read as Anthrax LF inh2 -4, MazF activator -125, Y pestis TopoI -14, TcdB GH inh -0.1 and Vc quorum ag inactive.
`CC1CCC(CN2C(Nc3ccccc3)=NC[C@@H]2C)CC1` (stereo not given in full) gave Anthrax LF inh2 -6, MazF activator 7, Y pestis TopoI 2, DUSP3 inh 9, TcdB GH inh -1.4, PfHsp40 rescue 1.8, Rv3671c inh -5, 3CLpro inhibitor -2, Vc quorum ag 4.5 and PriA SSB inh -4.
`Cc1ccc(-c2csc(NC(=O)/C=C/c3ccco3)c2C(=O)O)cc1` gave Anthrax LF inh2 -2, MazF activator -6, Y pestis TopoI -8, DUSP3 inh 22, TcdB GH inh 15*, PfHsp40 rescue 0.0, Rv3671c inh -1, 3CLpro inhibitor 9, Vc quorum ag inactive and PriA SSB inh 2.
For O=C(CCc1nc2ccccc2c(=O)[nH]1)NNC(=O)c1ccccc1Cl the results were Anthrax LF inh2 7, MazF activator 3, Y pestis TopoI 3, TcdB GH inh 0.3, PfHsp40 rescue -1.9, Rv3671c inh -3, Vc quorum ag -0.7 and PriA SSB inh -2.
For COc1ccc(CC(=O)Nc2ccccc2C(=O)N2CCOCC2)cc1OC the results were Anthrax LF inh2 0, MazF activator -1, Y pestis TopoI 0, DUSP3 inh 33, PfHsp40 rescue 0.6, Rv3671c inh -6, 3CLpro inhibitor 3, Vc quorum ag -0.3 and PriA SSB inh -1.
Cc1ccc(CNc2ccc([N+](=O)[O-])cc2C(N)=O)cc1 was read as Anthrax LF inh2 2, MazF activator 7, Y pestis TopoI 13, TcdB GH inh 2.5, PfHsp40 rescue 3.3, Rv3671c inh -9, Vc quorum ag inactive and PriA SSB inh 14.
Screening Cc1ccc(Sc2cc(Cl)nc(N)n2)cc1 returned Anthrax LF inh2 0, MazF activator 4, Y pestis TopoI 2, DUSP3 inh 21, PfHsp40 rescue -1.8, Rv3671c inh 2, 3CLpro inhibitor -1, Vc quorum ag inactive and PriA SSB inh -7.
CCOc1ccc(OCc2ccc(C(=O)N3CCCCC3)o2)cc1 was read as Anthrax LF inh2 0, MazF activator 0, Y pestis TopoI 14, DUSP3 inh 20, TcdB GH inh -1.8, PfHsp40 rescue -0.2, Rv3671c inh -9, 3CLpro inhibitor 4, Vc quorum ag -3.4 and PriA SSB inh -8.
For COc1ccc(C(=O)COC(=O)c2sccc2C)cc1OC the results were MazF activator 8, Y pestis TopoI 8, TcdB GH inh 1.6, PfHsp40 rescue -0.3, Rv3671c inh 7, Vc quorum ag 0.1 and PriA SSB inh -1.
COc1ccc(C(C)C)cc1S(=O)(=O)Nc1ncn[nH]1 was read as Anthrax LF inh2 9, MazF activator 12, Y pestis TopoI 5, DUSP3 inh -12, TcdB GH inh 1.4, PfHsp40 rescue -0.1, Rv3671c inh 0, 3CLpro inhibitor -5, Vc quorum ag -1.4 and PriA SSB inh -16&2.
For O=C(O)c1ccc(-n2nncc2-c2ccccc2)cc1 the results were Anthrax LF inh2 0, MazF activator 6, Y pestis TopoI 2, DUSP3 inh 2, TcdB GH inh 2.2, PfHsp40 rescue 0.3, Rv3671c inh -4, 3CLpro inhibitor 1, Vc quorum ag -0.4 and PriA SSB inh -4.
O=C1NC(=O)C2(CCCc3ccc([N+](=O)[O-])cc32)N1 (stereo not given) was read as Anthrax LF inh2 -5, MazF activator 8, Y pestis TopoI -1, TcdB GH inh 1.6 and Vc quorum ag inactive.
CCOc1ccc(Nc2cc(C)c3ccccc3n2)cc1 was read as Anthrax LF inh2 -4, MazF activator -5, Y pestis TopoI -3, DUSP3 inh -7, TcdB GH inh 1.3, PfHsp40 rescue 0.7, Rv3671c inh 1, 3CLpro inhibitor 1, Vc quorum ag inactive and PriA SSB inh -4.
Cc1ccc2nc(N3CCN(C(=O)c4ccc(F)cc4)CC3)c(C#N)cc2c1 was read as Anthrax LF inh2 0, MazF activator 2, Y pestis TopoI -1, DUSP3 inh 6, TcdB GH inh 1.5, PfHsp40 rescue 0.4, Rv3671c inh -1, 3CLpro inhibitor 5, Vc quorum ag 2.2 and PriA SSB inh 6.
CC(=O)NC(Cc1cc(C)ccc1C)C(=O)N1CCN(C(=O)c2ccc([N+](=O)[O-])cc2)CC1 (stereo not given) was read as Anthrax LF inh2 6, MazF activator 5, Y pestis TopoI 10, DUSP3 inh 54*, TcdB GH inh 0.2, PfHsp40 rescue 2.1, Rv3671c inh 1, 3CLpro inhibitor 1, Vc quorum ag -0.8 and PriA SSB inh 8.
NC(=O)CN1C(=O)C2CCCCN2C(=O)c2ccccc21 (stereo not given) was read as Anthrax LF inh2 2, MazF activator -10, Y pestis TopoI -4, DUSP3 inh 8, PfHsp40 rescue -0.6, Rv3671c inh 6, 3CLpro inhibitor 5, Vc quorum ag inactive and PriA SSB inh -1.
For CCOc1cccc2cc(C(N)=O)c(=NCc3ccccc3)oc12 the results were Anthrax LF inh2 3, MazF activator 1, Y pestis TopoI 1, DUSP3 inh 42, PfHsp40 rescue 1.0, Rv3671c inh 0, 3CLpro inhibitor -8, Vc quorum ag 1.9 and PriA SSB inh -5.
For CCCCNC(=S)Nc1cc(S(=O)(=O)N2CCCCC2)ccc1C the results were Anthrax LF inh2 -4, MazF activator 3, Y pestis TopoI 10, DUSP3 inh 5, TcdB GH inh 0.1, PfHsp40 rescue 1.7, Rv3671c inh 9, 3CLpro inhibitor 3, Vc quorum ag inactive and PriA SSB inh 4.
Screening Clc1cccc(Cl)c1/C=N\Nc1nccs1 returned Anthrax LF inh2 -9, MazF activator 3, Y pestis TopoI -4, DUSP3 inh 11, TcdB GH inh -0.5, PfHsp40 rescue 0.3, Rv3671c inh -7, 3CLpro inhibitor 7 and Vc quorum ag 6.2.
Screening Cn1c(/C=C/c2ccc(Br)cc2)nc2ccccc2c1=O returned Anthrax LF inh2 -14, MazF activator -31, Y pestis TopoI 0, DUSP3 inh -2, TcdB GH inh 0.8, PfHsp40 rescue -0.4, Rv3671c inh -6, 3CLpro inhibitor 1, Vc quorum ag inactive and PriA SSB inh -11.
Cc1ccc(C(=O)NCc2ccc(Cl)cc2)o1 was read as Anthrax LF inh2 1, MazF activator 8, Y pestis TopoI 0, DUSP3 inh 6, PfHsp40 rescue -2.9, Rv3671c inh -16, 3CLpro inhibitor 0, Vc quorum ag -0.3 and PriA SSB inh 4.
`CCN(CC)CCCOC(=O)C(OC(C)C)(c1ccccc1)c1ccccc1` gave Anthrax LF inh2 -22, MazF activator 13, Y pestis TopoI -10, DUSP3 inh -5, PfHsp40 rescue 0.1, Rv3671c inh 1, 3CLpro inhibitor -3, Vc quorum ag 2.7 and PriA SSB inh 0.
`O=C(/C=C/c1ccc(Cl)cc1)Nc1nccs1` gave Anthrax LF inh2 -3, MazF activator 1, Y pestis TopoI -7, DUSP3 inh 8, TcdB GH inh 0.9, PfHsp40 rescue -0.6, 3CLpro inhibitor 2, Vc quorum ag -0.2 and PriA SSB inh 5.
For C=CCn1c(/N=C/c2ccc(OC)cc2)nc2ccccc21 the results were Anthrax LF inh2 -15, MazF activator 10, Y pestis TopoI 5, DUSP3 inh 16, PfHsp40 rescue 0.5, Rv3671c inh -7, 3CLpro inhibitor -2 and Vc quorum ag -0.6.
Screening Oc1ccccc1C1CCCCC1c1ccccc1 (stereo not given) returned Anthrax LF inh2 -24, MazF activator -5, Y pestis TopoI -8, DUSP3 inh -15, TcdB GH inh -0.1, PfHsp40 rescue -0.8, Rv3671c inh -7, 3CLpro inhibitor 1, Vc quorum ag inactive and PriA SSB inh 2.
For CCOc1ccc(S(=O)(=O)N2CCCCC2)cc1NC(=O)CCc1ccc(OC)cc1 the results were Anthrax LF inh2 -8, MazF activator -6, Y pestis TopoI -6, TcdB GH inh -1.1, PfHsp40 rescue 0.1, Rv3671c inh 2, Vc quorum ag inactive and PriA SSB inh -13.
Screening O=C(CCNC(=O)Cn1ccc2ccccc2c1=O)NCCN1CCN(c2ccccc2F)CC1 returned Anthrax LF inh2 -3, MazF activator 0, Y pestis TopoI 4, PfHsp40 rescue 0.3, Rv3671c inh 2, 3CLpro inhibitor -1, Vc quorum ag -1.0 and PriA SSB inh -21.
`O=C(c1ccc(S(=O)(=O)Nc2ccccc2)cc1)N1CCCCCCC1` gave Anthrax LF inh2 0, MazF activator 3, Y pestis TopoI 20, DUSP3 inh 5, TcdB GH inh -0.6, PfHsp40 rescue 2.9, Rv3671c inh -8, 3CLpro inhibitor 3, Vc quorum ag inactive and PriA SSB inh -16.
COc1ccc(-c2csc(NC(=O)c3ccco3)n2)cc1 was read as Anthrax LF inh2 2, MazF activator -16, Y pestis TopoI -4, DUSP3 inh -14, PfHsp40 rescue -0.6, Rv3671c inh -6, 3CLpro inhibitor -2, Vc quorum ag -0.1 and PriA SSB inh -10.
Screening O=C(Nc1c(C(=O)N2CCOCC2)cnn1-c1ccccc1)c1ccco1 returned Anthrax LF inh2 -4, MazF activator -3, Y pestis TopoI -8, DUSP3 inh -1, PfHsp40 rescue -2.9, Rv3671c inh -2, 3CLpro inhibitor 1, Vc quorum ag 2.4 and PriA SSB inh -34.
For Cc1cc(C)cc(N(CC(=O)NC2CCCCC2)C(=O)CCC(=O)Nc2cc(C)ccn2)c1 the results were Anthrax LF inh2 3, MazF activator 6, Y pestis TopoI -5, DUSP3 inh -5, PfHsp40 rescue -1.7, Vc quorum ag inactive and PriA SSB inh -7.
O=C(COC(=O)c1ccccc1C(=O)c1ccccc1)NCc1ccc(F)cc1 was read as Anthrax LF inh2 -2, MazF activator 0, Y pestis TopoI -2, DUSP3 inh 19, TcdB GH inh 2.2, PfHsp40 rescue 0.6, Rv3671c inh 1, 3CLpro inhibitor 1, Vc quorum ag -0.4 and PriA SSB inh -13.
`Cc1ccc(S(=O)(=O)NN2C(=O)/C(=C/c3ccccn3)SC2=S)cc1` gave Anthrax LF inh2 0, MazF activator 1, Y pestis TopoI -2, DUSP3 inh -10, PfHsp40 rescue -0.2, Rv3671c inh -10, 3CLpro inhibitor -1, Vc quorum ag -0.3 and PriA SSB inh -3.
`COc1ccc(Cl)cc1NC(=O)CN(C)CC(=O)Nc1cc(OC)c(OC)c(OC)c1` gave Anthrax LF inh2 3, MazF activator 1, Y pestis TopoI -2, DUSP3 inh 2, TcdB GH inh -0.4, PfHsp40 rescue 0.4, Rv3671c inh 0, 3CLpro inhibitor 3, Vc quorum ag inactive and PriA SSB inh -8.
`Cc1c(Nc2cc(N3CCCCCC3)c3nonc3c2[N+](=O)[O-])c(=O)n(-c2ccccc2)n1C` gave Anthrax LF inh2 -2, MazF activator 4, Y pestis TopoI 7, DUSP3 inh 21, PfHsp40 rescue -0.8, Rv3671c inh 8, 3CLpro inhibitor 1, Vc quorum ag 0.0 and PriA SSB inh -25.
For O=C(NCc1cccs1)c1cccnc1C(=O)O the results were Anthrax LF inh2 -7, MazF activator 5, Y pestis TopoI 2, DUSP3 inh 15, PfHsp40 rescue -2.2, Rv3671c inh 2, 3CLpro inhibitor -1, Vc quorum ag -2.2 and PriA SSB inh -10.

An excerpt from above in order of length of the SMILES, high to low.
For Cc1cc(C)cc(N(CC(=O)NC2CCCCC2)C(=O)CCC(=O)Nc2cc(C)ccn2)c1 the results were Anthrax LF inh2 3, MazF activator 6, Y pestis TopoI -5, DUSP3 inh -5, PfHsp40 rescue -1.7, Vc quorum ag inactive and PriA SSB inh -7.
`COc1ccc(Cl)cc1NC(=O)CN(C)CC(=O)Nc1cc(OC)c(OC)c(OC)c1` gave Anthrax LF inh2 3, MazF activator 1, Y pestis TopoI -2, DUSP3 inh 2, TcdB GH inh -0.4, PfHsp40 rescue 0.4, Rv3671c inh 0, 3CLpro inhibitor 3, Vc quorum ag inactive and PriA SSB inh -8.
O=C(COC(=O)c1ccccc1C(=O)c1ccccc1)NCc1ccc(F)cc1 was read as Anthrax LF inh2 -2, MazF activator 0, Y pestis TopoI -2, DUSP3 inh 19, TcdB GH inh 2.2, PfHsp40 rescue 0.6, Rv3671c inh 1, 3CLpro inhibitor 1, Vc quorum ag -0.4 and PriA SSB inh -13.
